Screening results: PubChem BioAssay, Broad Institute
BioA inh – blocks M. tuberculosis BioA enzyme activity; purified M. tuberculosis BioA enzyme, plate reader; inhibition, % at 9.99 µM; 0.096% of 360,000 active; in the data active means inhibition above about 40%
An asterisk follows results filed as active.

SMILES | BioA inh
O=C(C[C@@H]1C=C[C@H](NC(=O)Nc2ccc(C(F)(F)F)cc2)[C@H](CO)O1)NCc1ccccn1 | -2.2
COC(=O)C[C@H]1CC[C@H]2[C@@H](COc3ccc(NC(=O)c4cc(F)cc(F)c4)cc3C(=O)N2C)O1 | -1.4
C[C@H]1CN([C@@H](C)CO)S(=O)(=O)c2ccc(C#CC3(O)CCCC3)cc2O[C@@H]1CN(C)C(=O)Cc1ccncc1 | 2.7
OC[C@H]1[C@@H](c2ccc(-c3cccnc3)cc2)[C@H]2CN(Cc3ccccn3)CCCCN21 | 6.4
C[C@@H]1CCCCO[C@H](CN(C)C(=O)C2CCCCC2)[C@H](C)CN([C@@H](C)CO)C(=O)c2cc(NC(=O)Nc3ccc4c(c3)OCO4)ccc2O1 | -1.9
Cn1cnc(CCNC(=O)C[C@@H]2CC[C@H]3[C@@H](COC[C@@H](O)CN3C(=O)Nc3ccc(F)cc3)O2)c1 | -2.3
O=S(=O)(c1ccc(F)cc1)N1CCCCN2[C@H](CO)[C@@H](c3ccc(C#CC4CC4)cc3)[C@@H]2C1 | 0.6
CO[C@H]1CN(C)C(=O)c2ccc(NC(=O)Nc3ccccc3F)cc2OC[C@@H](C)N(C)C[C@H]1C | 1.9
O=C(N[C@H]1CC[C@@H](CCNS(=O)(=O)c2ccc(Cl)cc2)O[C@H]1CO)c1cccc(F)c1 | 9.3
C[C@@H]1CN([C@H](C)CO)C(=O)Cc2cc(N(C)C)ccc2O[C@H]1CN(C)S(C)(=O)=O | -0.8
COc1ccccc1NC(=O)N1CCCCN2[C@H](CO)[C@@H](c3ccc(C#CC4CCCC4)cc3)[C@H]2C1 | -3.2
COCC(=O)N(C)C[C@H]1Oc2ncc(C#C[C@@H](C)O)cc2C(=O)N([C@H](C)CO)C[C@H]1C | -1.3
CCC(=O)N[C@H]1C=C[C@@H](CC(=O)OC)O[C@H]1CO | -3.4
COc1ccc(NC(=O)N[C@@H]2C=C[C@H](CC(=O)NC3CCCCC3)O[C@H]2CO)cc1 | -1.4
O=C(CC1CC1)Nc1ccc2c(c1)[C@@H]1C[C@H](CC(=O)N3CCc4ccccc4C3)O[C@@H](CO)[C@@H]1O2 | 1.1
Cc1nn(C)cc1NC(=O)C[C@@H]1CC[C@H]2[C@@H](COc3ccc(NC(=O)C4CCC4)cc3C(=O)N2C)O1 | -2.6
C[C@H](CO)N1C[C@H](C)[C@H](CN(C)Cc2ccc(C(=O)O)cc2)Oc2ccc(NC(=O)Nc3cccc4ccccc34)cc2C1=O | 3.4
C[C@H]1CN([C@@H](C)CO)C(=O)c2cc(NC(=O)C3CC3)ccc2O[C@@H]1CN(C)C(=O)Nc1ccc(C(F)(F)F)cc1 | -0.7
C[C@H](CO)N1C[C@H](C)[C@H](CN(C)C(=O)NC2CCCCC2)Oc2c(NS(=O)(=O)c3cccs3)cccc2C1=O | -2.0
Cc1noc(C)c1NC(=O)N(C)C[C@H]1Oc2ccc(NS(C)(=O)=O)cc2CC(=O)N([C@@H](C)CO)C[C@H]1C | -1.4
CC(C)OC(=O)N(C)C[C@@H]1OCc2ccccc2-c2ccccc2C(=O)N([C@H](C)CO)C[C@@H]1C | 1.0
C[C@@H]1CN([C@H](C)CO)C(=O)c2cc(NC(=O)Nc3ccc(F)cc3)ccc2O[C@@H](C)CCCCO[C@@H]1CN(C)Cc1ccncc1 | 0.6
Cc1ccc(S(=O)(=O)N(C)C[C@@H]2Oc3ccc(NS(=O)(=O)c4c(C)noc4C)cc3C(=O)N([C@H](C)CO)C[C@@H]2C)cc1 | -3.6
COc1ccc(NC(=O)N(C)C[C@@H]2Oc3ccc(NC(=O)C4CC4)cc3C(=O)N([C@H](C)CO)C[C@@H]2C)cc1 | -0.2
CNC[C@H]1Oc2ccc(NS(=O)(=O)c3ccccc3)cc2CC(=O)N([C@@H](C)CO)C[C@H]1C | -0.6

Compounds listed so far containing two or more sulfur atoms:
SMILES | BioA inh
C[C@H](CO)N1C[C@H](C)[C@H](CN(C)C(=O)NC2CCCCC2)Oc2c(NS(=O)(=O)c3cccs3)cccc2C1=O | -2.0
Cc1ccc(S(=O)(=O)N(C)C[C@@H]2Oc3ccc(NS(=O)(=O)c4c(C)noc4C)cc3C(=O)N([C@H](C)CO)C[C@@H]2C)cc1 | -3.6

The list continues.
SMILES | BioA inh
COc1ccc(NC(=O)Nc2ccc3c(c2)C(=O)N([C@@H](C)CO)C[C@@H](C)[C@@H](CN(C)Cc2ccc(Oc4ccccc4)cc2)O3)cc1 | -6.3
C[C@H]1CN([C@@H](C)CO)C(=O)CCCn2nncc2CO[C@H]1CN(C)C(=O)Nc1ccccc1C(F)(F)F | -4.3
CC(C)NC(=O)N(C)C[C@@H]1Oc2ncc(C#CCC3CCCC3)cc2C(=O)N([C@H](C)CO)C[C@@H]1C | 1.5
Cc1noc(C)c1S(=O)(=O)Nc1ccc2c(c1)C(=O)N([C@H](C)CO)C[C@H](C)[C@@H](CN(C)S(=O)(=O)c1cn(C)cn1)OCCCC[C@H](C)O2 | 1.8
COc1cccc(C(=O)Nc2ccc3c(c2)C(=O)N(C)C[C@H](OC)[C@H](C)CN(C(=O)C2CCCC2)[C@H](C)CO3)c1 | 5.9
COc1ccc(NC(=O)N(C)C[C@H]2OCCCC[C@@H](C)Oc3ccc(NS(=O)(=O)c4cccs4)cc3C(=O)N([C@H](C)CO)C[C@@H]2C)cc1 | -5.2
C[C@H]1CN([C@@H](C)CO)S(=O)(=O)c2ccc(C3=CCCC3)cc2O[C@H]1CN(C)CC1CCOCC1 | -1.6
CC(C)NC(=O)N(C)C[C@H]1Oc2c(NC(=O)C3CCCCC3)cccc2C(=O)N([C@@H](C)CO)C[C@@H]1C | -3.1
O=C(c1cccnc1)N1C[C@H]2[C@@H](c3ccccc31)[C@@H](CO)N2C(=O)CN1CCOCC1 | 2.2
C[C@H](NC(=O)C[C@@H]1CC[C@H](NC(=O)Nc2ccc3c(c2)OCO3)[C@H](CO)O1)c1ccccc1 | 3.5
Cc1ccc(S(=O)(=O)Nc2ccc3c(c2)C(=O)N([C@H](C)CO)C[C@H](C)[C@@H](CN(C)C(=O)Nc2cccc4ccccc24)O3)cc1 | 0.0
COC(=O)[C@@]1(Cc2ccccc2N=[N+]=[N-])COC(c2ccc(OCCCO)cc2)=N1 | -2.8
Cc1ccc(S(=O)(=O)Nc2ccc3c(c2)C(=O)N([C@H](C)CO)C[C@H](C)[C@H](CN(C)C(=O)Nc2c(C)noc2C)O3)cc1 | -2.1
C[C@H](CO)N1C[C@H](C)[C@H](CN(C)Cc2ccncc2)Oc2ccc(NC(=O)Nc3cccc4ccccc34)cc2C1=O | 0.3
CCCNC(=O)[C@@H]1[C@@H](CO)[C@@H]2Cn3c(cccc3=O)[C@@H]2N1CC1CC1 | 0.0
Cc1ccccc1NC(=O)Nc1ccc2c(c1)C(=O)N(C)[C@@H]1CC[C@H](CC(=O)O)O[C@H]1CO2 | -4.0
C[C@@H](NC(=O)C[C@@H]1C=C[C@@H](NS(=O)(=O)c2cccc(F)c2)[C@@H](CO)O1)c1ccccc1 | -5.1
CO[C@H]1CN(C)C(=O)c2cc(NC(=O)c3ccccc3F)ccc2OC[C@@H](C)N(C)C[C@@H]1C | -1.4
C[C@H](CO)N1C[C@H](C)[C@@H](CN(C)Cc2ccc(Cl)c(Cl)c2)OCCCC[C@H](C)Oc2ccc(NS(=O)(=O)c3ccc(Cl)cc3)cc2C1=O | -1.1
COc1ccc(S(=O)(=O)N(C)C[C@H]2OCc3ccccc3-c3ccccc3C(=O)N([C@@H](C)CO)C[C@H]2C)cc1 | 1.4
C[C@@H]1CN([C@@H](C)CO)C(=O)c2cc(NS(=O)(=O)c3cn(C)cn3)ccc2O[C@@H]1CN(C)Cc1ccncc1 | 0.4
CO[C@@H]1CN(C)C(=O)c2cc(NS(=O)(=O)c3cn(C)cn3)ccc2OC[C@@H](C)N(CCC(F)(F)F)C[C@H]1C | 0.3
O=C(C[C@H]1CC[C@H]2[C@@H](COC[C@H](O)CN2C(=O)Cc2ccccc2)O1)NC1CCC1 | 2.0
CO[C@@H]1CN(C)C(=O)c2cc(NC(=O)Nc3cccc(F)c3)ccc2OC[C@@H](C)N(C(=O)Nc2c(C)noc2C)C[C@@H]1C | 7.7
O=C(Cc1ccccn1)N[C@H]1CC[C@@H](CCNS(=O)(=O)c2cccc(F)c2)O[C@H]1CO | 2.2

Structural class, the entries above with a CF3 group
SMILES | BioA inh
O=C(C[C@@H]1C=C[C@H](NC(=O)Nc2ccc(C(F)(F)F)cc2)[C@H](CO)O1)NCc1ccccn1 | -2.2
C[C@H]1CN([C@@H](C)CO)C(=O)c2cc(NC(=O)C3CC3)ccc2O[C@@H]1CN(C)C(=O)Nc1ccc(C(F)(F)F)cc1 | -0.7
C[C@H]1CN([C@@H](C)CO)C(=O)CCCn2nncc2CO[C@H]1CN(C)C(=O)Nc1ccccc1C(F)(F)F | -4.3
CO[C@@H]1CN(C)C(=O)c2cc(NS(=O)(=O)c3cn(C)cn3)ccc2OC[C@@H](C)N(CCC(F)(F)F)C[C@H]1C | 0.3

Further structures:
SMILES | BioA inh
CCN1[C@@H]2Cn3c(ccc(-c4ccccc4OC)c3=O)[C@H]1[C@@H](C(=O)N1CCOCC1)[C@@H]2CO | 0.0
Cc1noc(C)c1NC(=O)N[C@H]1CC[C@@H](CCNC(=O)C2CCCC2)O[C@@H]1CO | -0.9
CO[C@@H]1CN(C)C(=O)c2cc(NS(=O)(=O)CC(F)(F)F)ccc2OC[C@@H](C)N(C)C[C@H]1C | -0.7
O=C(C[C@H]1C[C@H]2c3cc(NC(=O)CC4CC4)ccc3O[C@H]2[C@H](CO)O1)NCC1CC1 | -1.6
N#C[C@@H]1N[C@@H](CO)[C@H]1c1ccc(C#Cc2ccc(F)cc2)cc1 | 0.2
Cc1ccc(S(=O)(=O)Nc2ccc3c(c2)C(=O)N([C@H](C)CO)C[C@H](C)[C@@H](CN(C)Cc2ccc(Cl)c(Cl)c2)O3)cc1 | 0.1
O=C(C[C@H]1C[C@H]2c3cc(NC(=O)NC4CCCCC4)ccc3O[C@H]2[C@H](CO)O1)NCC(F)(F)F | -1.6
O=C(C[C@H]1C[C@@H]2c3cc(NC(=O)Nc4ccc(C(F)(F)F)cc4)ccc3O[C@@H]2[C@H](CO)O1)NC1CCCCC1 | -1.7
COCC#Cc1ccc2c(c1)O[C@@H](CN(C)Cc1cncnc1)[C@@H](C)CN([C@@H](C)CO)S2(=O)=O | -0.2
O=C(C[C@@H]1CC[C@@H]2[C@H](COC[C@H](O)CN2CC2CCOCC2)O1)N1CCOCC1 | -3.7
O=C(c1cccnc1)N1CCCCN2[C@H](C1)[C@@H](c1ccc(C#Cc3ccccc3)cc1)[C@@H]2CO | 4.7
C[C@@H]1CN([C@H](C)CO)C(=O)Cc2cc(NC(=O)Cn3cnnn3)ccc2O[C@H]1CN(C)Cc1ccc(-c2ccccc2)cc1 | 3.1
CN1C(=O)c2cc(NC(=O)c3ccc(C(F)(F)F)cc3)ccc2OC[C@@H]2O[C@H](CC(=O)NCc3ccc4c(c3)OCO4)CC[C@@H]21 | 8.4
CC(C)NC(=O)Nc1ccc2c(c1)C(=O)N([C@@H](C)CO)C[C@H](C)[C@H](CN(C)Cc1ccc(C(F)(F)F)cc1)OCCCC[C@@H](C)O2 | 7.4
COc1ccccc1NC(=O)Nc1ccc2c(c1)C(=O)N(C)C[C@H](OC)[C@H](C)CN[C@H](C)CO2 | -0.4
CC(C)CC#Cc1cnc2c(c1)C(=O)N([C@H](C)CO)C[C@H](C)[C@H](CN(C)C(=O)Nc1cccc(F)c1)O2 | -0.8
COc1cccc(C(=O)Nc2ccc3c(c2)OC[C@@H](C)N(CCc2ccccc2)C[C@@H](C)[C@@H](OC)CN(C)C3=O)c1 | 1.5
COc1ccc(-c2cnc3c(c2)C(=O)N([C@H](C)CO)C[C@H](C)[C@H](CN(C)C(=O)C2CCC2)O3)cc1 | 8.7
CC(C)NC(=O)N(C)C[C@H]1Oc2ncc(C#Cc3ccc(F)cc3)cc2C(=O)N([C@H](C)CO)C[C@H]1C | -2.0
COc1ccccc1CNC(=O)C[C@@H]1CC[C@@H](NC(C)=O)[C@@H](CO)O1 | -0.8
COCC#Cc1ccc2c(c1)O[C@@H](CN(C)C(=O)C1CCC1)[C@@H](C)CN([C@@H](C)CO)S2(=O)=O | 0.2
O=C(N[C@H]1CC[C@@H](CC(=O)N2CCC(Cc3ccccc3)CC2)O[C@H]1CO)c1cnccn1 | -0.6
COCCCNC(=O)[C@@]1(C)c2ccccc2C(=O)N(Cc2cc(F)cc(C(F)(F)F)c2)[C@H]1c1ccc(CO)cc1 | 0.1
O=C(C[C@@H]1CC[C@H](NC(=O)Nc2ccc3c(c2)OCO3)[C@H](CO)O1)NCc1ccccc1 | 0.7
CCCC(=O)Nc1ccc2c(c1)C(=O)N(C)[C@H]1CC[C@H](CC(=O)NCC3CCCCC3)O[C@@H]1CO2 | 0.1
COc1ccc(S(=O)(=O)N(C)C[C@H]2OCCCC[C@@H](C)Oc3ccc(NC(=O)Nc4ccccc4)cc3C(=O)N([C@H](C)CO)C[C@@H]2C)cc1 | -2.4
CC(C)C#Cc1ccc2c(c1)O[C@@H](CN(C)C(=O)c1ccncc1)[C@@H](C)CN([C@H](C)CO)S2(=O)=O | 1.2
C[C@H](NC(=O)C[C@@H]1CC[C@@H]2[C@H](COC[C@@H](O)CN2Cc2ccc(C(F)(F)F)cc2)O1)c1ccccc1 | 1.1
O=C(NCC[C@@H]1CC[C@@H](NS(=O)(=O)c2cccc(F)c2)[C@H](CO)O1)C1CCCC1 | -1.4
C[C@@H]1CCCCO[C@H](CN(C)C(=O)c2ccccc2)[C@@H](C)CN([C@@H](C)CO)C(=O)c2cc(NS(=O)(=O)c3cccs3)ccc2O1 | 1.3
CC(=O)N1[C@H](C(=O)NCc2ccccc2F)[C@@H](CO)[C@@H]2Cn3c(ccc(-c4ccccc4)c3=O)[C@@H]21 | -1.0
CCCNC(=O)[C@@H]1[C@@H](CO)[C@@H]2Cn3c(cccc3=O)[C@H]1N2Cc1ccccc1 | -0.9

Not all compounds are listed; count on the stated rates, not on these rows.
